Assay outcomes from PubChem.
KAT2A inh = blocks human GCN5L2 histone acetyltransferase | GCN5L2 HAT assay, ThioGlo1 CoA-SH fluorescence | Potency, µM (series often up to 58.9 µM), for the others: top-dose activity change, negative = inhibition, usual class: inhibitors | 390,000 tested, 0.21% active | AID 504327
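qHTS, 1536-well. 20nM enzyme, pH 7.5 HEPES/EDTA/Tween-20 buffer; 15 min compound preinc., RT. Start: 75uM H3(1-25), 70uM AcCoA, 50uM ThioGlo1. Read Ex340/Em540 at t=0 (autofluorescence flag) and t=20 min.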
TDP1 inh = blocks human tyrosyl-DNA phosphodiesterase 1; Q9NUW8; recombinant TDP1, AlphaScreen DNA substrate cleavage; Potency, µM (highest dose often 130 µM), inactives show top-dose activity change, negative = inhibition, most hits filed as inhibitors; 350,000 tested, 0.28% active; further: nearly all actives have a fitted effect of over 40% in size
Target sequence (Q9NUW8 whole entry, looked up): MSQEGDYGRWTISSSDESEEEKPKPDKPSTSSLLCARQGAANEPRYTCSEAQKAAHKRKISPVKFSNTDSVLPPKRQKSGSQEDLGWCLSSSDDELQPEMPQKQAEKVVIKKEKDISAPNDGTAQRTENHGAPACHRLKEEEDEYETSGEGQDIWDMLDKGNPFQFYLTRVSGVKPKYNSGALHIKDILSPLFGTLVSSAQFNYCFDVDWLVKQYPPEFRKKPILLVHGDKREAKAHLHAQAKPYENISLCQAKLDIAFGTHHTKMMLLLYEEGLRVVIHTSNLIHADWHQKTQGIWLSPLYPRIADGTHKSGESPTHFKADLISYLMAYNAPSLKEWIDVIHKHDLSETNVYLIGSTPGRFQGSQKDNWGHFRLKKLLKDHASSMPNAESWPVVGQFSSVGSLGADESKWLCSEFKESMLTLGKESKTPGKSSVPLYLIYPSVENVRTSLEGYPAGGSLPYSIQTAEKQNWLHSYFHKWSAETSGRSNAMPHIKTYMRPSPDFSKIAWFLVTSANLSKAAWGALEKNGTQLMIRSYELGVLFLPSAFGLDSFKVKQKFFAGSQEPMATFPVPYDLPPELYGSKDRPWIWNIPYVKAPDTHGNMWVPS
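Recombinant E. coli-expressed Tdp1 (1 nM) preincubated with compound 15 min at RT, then 5'-biotin/3'-phosphotyrosine-FITC DNA substrate (15 nM) added for 5 min. AlphaScreen beads (10 ug/ml) added, 10 min RT; tyrosine-FITC cleavage read as signal loss.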
DT40 TDP1 no CPT = qHTS for Inhibitors of human tyrosyl-DNA phosphodiesterase 1 (TDP1): qHTS in cells in absence of CPT; DT40 Tdp1-/- hTDP1 cells, no CPT, ATP luminescence, 48 h; Potency, µM (doses to about 46.2 µM), without a hit: top-dose activity change, negative = growth inhibition, most hits filed as inhibitors; 420,000 tested, 15% active; further: nearly all actives have a fitted effect of over 55% in size
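Compound effects on proliferation are scored in DT40 Tdp1-/-;hTDP1 cells in the absence of CPT. ATP levels (CellTiter-Glo luminescence) are recorded after a ≥48 hr, 37 °C incubation.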
Starred values were filed as active, the others as inactive; u = inconclusive; x = no result given; & = joins results of further samples; [ ] = remark or other dose. The call rests on the fitted dose curve; in most records, active means well fitted curve in the direction sought with a large enough effect; inconclusive means small, poorly fitted or top-dose-only effect, or another doubt; inactive means no such curve, though single readings can be large; an effect the other way counts as inactive or inconclusive. On the % scale 0 is the no-effect control and ±100 the full control effect; potency means the concentration at half of the fitted maximal effect. This is a subset; count on the stated rates, not on these rows.

Preview:
SMILES | KAT2A inh | TDP1 inh | DT40 TDP1 no CPT
COc1ccc(/C=C(/NC(=O)c2ccccc2)C(=O)N2CCCCC2)cc1 | -22% | 2% | 22%
CCCn1c(N)c(C(=O)CSc2nnc(C3CC3)n2Cc2ccccc2)c(=O)[nH]c1=O | 1%[0.501 µM] | 2% | -13%

The whole of this part, from the first entry:
SMILES | KAT2A inh | TDP1 inh | DT40 TDP1 no CPT
COc1ccc(/C=C(/NC(=O)c2ccccc2)C(=O)N2CCCCC2)cc1 | -22% | 2% | 22%
CCCn1c(N)c(C(=O)CSc2nnc(C3CC3)n2Cc2ccccc2)c(=O)[nH]c1=O | 1%[0.501 µM] | 2% | -13%
Cc1ccc(NC(=O)C[n+]2ccn(C3=C([O-])c4ccccc4C3=O)c2)cc1 | -4% | -3% | -11%
CC1CCCCN1CC(=O)Nc1ccccc1Sc1ccccc1 (stereo unspecified) | -11% | 3% | u
Cc1cc(OCCN2CCN(S(=O)(=O)c3ccccc3F)CC2)ccc1C(C)C | -12% | -3% | 16µM*
COc1ccc(C(=O)Nn2c(SCC(=O)c3ccc(Cl)cc3)nc3ccccc3c2=O)cc1 | -16% | -1% | -22%
CCOc1cc(N2CCOCC2)c(OCC)cc1NC(=O)CN1CCN(Cc2ccc3c(c2)OCO3)CC1 | -6% | -5% | u
N#Cc1c(NC(=O)Cn2cnc3ccccc3c2=O)oc(-c2ccccc2)c1-c1ccccc1 | -7% | 9% | -23%
CC(c1ccccc1)N(C)CC(=O)NC(=O)NCCC1=CCCCC1 (stereo unspecified) | -1% | -8% | u
CC1(C)SC(=S)N(c2ccccc2)C1/[N+]([O-])=C/c1cccc([N+](=O)[O-])c1 (stereo unspecified) | -5% | -3% | -27%
Cc1ccc(Cl)cc1N1CCN(S(=O)(=O)c2ccc3c(c2)CCN3C(=O)C2CCC2)CC1 | 1% | 2% | 0%
CNC(=O)C1CCC(Cn2c(=O)c3sccc3n(CC(=O)NCc3ccccc3)c2=O)CC1 (stereo unspecified) | 11% | 5% | u
COc1ccc(-n2c(SC)nnc2-c2c[nH]c3ccccc23)cc1 | -3% | -1% | -2%
COc1cc(NC(=S)NNC(=O)C(C)(C)O)cc(OC)c1 | -4% | 1% | -4%
O=C(COC(=O)/C=C/c1ccc(Cl)cc1)Nc1ccccc1-c1ccccc1 | -4% | 2% | -24%

Just TDP1 inh and DT40 TDP1 no CPT, for some of the entries so far:
| mol | TDP1 inh | DT40 TDP1 no CPT |
| --- | --- | --- |
| Cc1ccc(NC(=O)C[n+]2ccn(C3=C([O-])c4ccccc4C3=O)c2)cc1 | -3% | -11% |
| CC1CCCCN1CC(=O)Nc1ccccc1Sc1ccccc1 (stereo unspecified) | 3% | u |
| Cc1cc(OCCN2CCN(S(=O)(=O)c3ccccc3F)CC2)ccc1C(C)C | -3% | 16µM* |
| COc1ccc(C(=O)Nn2c(SCC(=O)c3ccc(Cl)cc3)nc3ccccc3c2=O)cc1 | -1% | -22% |

Following part.
SMILES | KAT2A inh | TDP1 inh | DT40 TDP1 no CPT
Cc1nc2sccn2c(=O)c1S(=O)(=O)NCc1ccccc1Cl | -1% | x | -4%
CC(=O)Nc1ccc(Nc2ncnc3c2c(-c2ccccc2)cn3-c2ccccc2)cc1 | -1% | 10% | 18µM*
CCOC(=O)C1CCCN(C(=O)c2ccc(CNS(=O)(=O)c3ccc(C)cc3)cc2)C1 (stereo unspecified) | -7% | 0% | -8%
COc1cccc(-c2cc(C(=O)O)no2)c1 | 1% | 3% | -8%
CC(c1n[nH]c(=S)n1Cc1ccccc1)N(C)C (stereo unspecified) | 1% | 5% | u
COc1ccccc1NC(=O)c1cc2ccccc2o/c1=N\O | u | x | 21µM*
COc1cccc(-c2nc(CS(=O)(=O)c3ccccc3)no2)c1 | 0% | 7% | -17%
COc1cccc(CNC(=O)c2ccc(Cl)c(NC3=NC4CS(=O)(=O)CC4S3)c2)c1 (stereo unspecified) | -3% | 3% | 18%
O=C(CCN1C(=O)C2C3CCC(C3)C2C1=O)Nc1ccc(Cl)cc1Cl (stereo unspecified) | -4% | 2% | -25%
O=C(c1cc2ccccc2c(=O)o1)N1CCCc2ccccc21 | -3% | 4% | 0%
CC(=O)n1cc(C2C(=O)CC(C)(C)CC2=O)c2ccccc21 | -1% | 0% | -11%
Cc1cc(N)n(-c2ccc(S(N)(=O)=O)cc2[N+](=O)[O-])n1 | -5% | -3% | 2%
Cc1onc(-c2c(F)cccc2Cl)c1C(=O)NCc1ccc(S(N)(=O)=O)cc1 | 4% | 0% | 10%
CCCCSCCCNC(=O)CN1C(=O)COc2ccc(S(=O)(=O)N3CCCC3)cc21 | 0% | 6% | u
Cc1ccc(C(=O)c2oc3ccccc3c2NC(=O)COc2ccc(Cl)c(C)c2)cc1 | -11% | 0% | -2%
CNC[C@@H](O)[C@@H](O)[C@H](O)[C@H](O)CO | -4% | 2% | x
COc1ccc2c(c1OC)C(=O)N1c3ccccc3C(=O)N(c3ccccc3)C21 (stereo unspecified) | 4% | 9% | 9.2µM*
COc1cccc(CNC(=O)CCC2CCCN(C(=O)c3cc4ccccc4o3)C2)c1 (stereo unspecified) | -3% | 5% | 13µM*
Cc1ccc(C(=O)N(CN2CCCC2=O)c2ccccc2)cc1 | -4% | 2% | u
CCOC(=O)c1ccc(NS(=O)(=O)c2cc3c(cc2C)n(C)c(=O)c(=O)n3C)cc1 | -8% | -4% | u
COc1ccc2nc(-n3c(O)c(C4=c5ccccc5=NC4=O)[nH]c3=S)sc2c1 | 35%[activator] | -8% | 23µM*
CCC(C)c1ccc(NC(=O)CC(C)=O)cc1 (stereo unspecified) | -2%[0.501 µM] | 2% | -20%
CCCOc1ccc(C(=O)CCNc2ccc(C)c(Cl)c2)cc1 | -5% | 1% | -15%
COc1cc(/C=N/NC(=O)c2nc(-c3ccccc3)n(-c3ccccc3)n2)ccc1O | 22% | 2% | -23%
O=C(Nc1nccs1)c1ccc(Cl)nc1 | -3% | x | 10%
CSc1ccccc1C(=O)NC1CC2CCC1C2 (stereo unspecified) | -5% | 6% | -5%
COc1cc(/C=N/N2CCN(c3ccccc3)CC2)cc(OC)c1OC(C)=O | -9% | x | 1%
O=C(Cc1ccc([N+](=O)[O-])cc1)N1CCN=C1SCc1ccccc1 | -4% | 6% | -29%
CC1(C)CC(=O)C2=C(C1)OC1=C(C2)C(=O)CC(C)(C)C1 | -1% | 0% | -14%
Cc1cc(=O)[nH]c(N/N=C/c2ccc(Cl)c([N+](=O)[O-])c2)n1 | -7% | 3% | -29%
O=C(Cn1ncc2c(=O)oc3ccccc3c21)NCCCN1CCCC1=O | -6% | 3% | -14%
CCCCCCn1c(N2CCN(c3ccccc3)CC2)nc2c1c(=O)[nH]c(=O)n2C | -7% | 0% | u
CCCc1nnc(NC(=O)c2cc(=O)c3ccccc3o2)s1 | -5% | 9% | -10%
COCCCNC(=O)C1CCCN(S(=O)(=O)c2ccc3c(c2)oc(=O)n3C)C1 (stereo unspecified) | -4% | 6% | -2%
O=C(NCCN1CCOCC1)C1CCN(c2nc3ccccc3o2)CC1 | -14% | 3% | -5%
N#Cc1c(SCC(=O)Nc2nccs2)sc2c(O)cc(=O)[nH]c12 | u | x | 2%
CCN(C(=O)COC(=O)c1sccc1C)c1c(N)n(Cc2ccccc2)c(=O)[nH]c1=O | 1% | 1% | -25%
CNC(=O)c1[nH]cnc1C(=O)N[C@@H](C)C(=O)OCc1ccccc1 | -29% | 0% | -21%
CCOC(=O)c1[nH]c(C)c(C(=O)NC2CCN(C(=O)OCC)CC2)c1C | 2% | 10% | -8%
Cc1ccc(C2CC(C(F)(F)F)n3nc(C(=O)NCC4CCCO4)cc3N2)cc1 (stereo unspecified) | -3% | 3% | x
Cn1c(=O)c2c(nc(CN3CCN(Cc4ccccc4)CC3)n2Cc2ccc(F)cc2)n(C)c1=O | -16% | 0% | u
Cc1ccc(CSc2nnc(CCNC(=O)OC(C)(C)C)o2)cc1 | -4%&-3% | x | -6%
Clc1ccc(SCCOCCN2CCOCC2)cc1 | -4% | 5% | u
COc1ccccc1N1C(=O)CC(Nc2ccc(N3CCOCC3)cc2)C1=O (stereo unspecified) | -7% | 11% | -5%
C[N+]1(CC(=O)NNc2c3ccccc3nc3ccccc23)CCOCC1 | -14% | -1% | x

For convenience, some entries already given.
SMILES | KAT2A inh | TDP1 inh | DT40 TDP1 no CPT
Cn1c(=O)c2c(nc(CN3CCN(Cc4ccccc4)CC3)n2Cc2ccc(F)cc2)n(C)c1=O | -16% | 0% | u
Cc1ccc(CSc2nnc(CCNC(=O)OC(C)(C)C)o2)cc1 | -4%&-3% | x | -6%
Clc1ccc(SCCOCCN2CCOCC2)cc1 | -4% | 5% | u
COc1ccccc1N1C(=O)CC(Nc2ccc(N3CCOCC3)cc2)C1=O (stereo unspecified) | -7% | 11% | -5%
C[N+]1(CC(=O)NNc2c3ccccc3nc3ccccc23)CCOCC1 | -14% | -1% | x

Next section:
SMILES | KAT2A inh | TDP1 inh | DT40 TDP1 no CPT
COc1ccc(Cc2nnc(NC(=O)Nc3ccc(C)cc3)s2)cc1OC | 6% | x | -18%
CCC1(c2ccc(F)cc2)NC(=O)N(CC(=O)N2c3ccccc3NC(=O)CC2C)C1=O (stereo unspecified) | 0% | -4% | 11%
COc1ccc(Cn2nnnc2C(c2cccs2)N2CCN(c3ccc([N+](=O)[O-])cc3)CC2)cc1 (stereo unspecified) | u | 0% | u
COc1cccc(C(=O)Nc2ccc(N3CCN(C(=O)c4cccs4)CC3)cc2)c1 | -2% | x | 4.6µM*
CC(=O)N1CC[n+]2c(-c3ccc([N+](=O)[O-])cc3)csc21 | u | x | u
CC(C)C(=O)NC(Nc1cc(C(F)(F)F)ccc1Cl)C(Cl)(Cl)Cl (stereo unspecified) | -2% | 0% | 26µM*
CCN(CC)S(=O)(=O)c1ccc(OC)c(NC(=O)OCc2ccccc2)c1 | -4% | x | u
CCC1OC(=O)C(C)[C@@H](O[C@H]2C[C@@](C)(OC)C(O)C(C)O2)C(C)[C@@H](O[C@@H]2OC(C)CC(N(C)C)C2O)[C@@](C)(O)CC(C)C(=O)[C@@H](C)C(O)[C@]1(C)O (stereo partly specified) | u | 17% | x
COc1ccc(Oc2c(C)oc3c(CN4CCOCC4)c(O)ccc3c2=O)cc1 | -6% | 2% | -18%
CCOc1cccc(C(=O)NC(=S)Nc2ccc(N3CCN(CC)CC3)cc2)c1 | 1% | 11% | 23µM*
COc1ccc(CCN(Cc2ccccn2)C(=S)Nc2ccc(C)cc2)cc1OC | -3% | 6% | u
COc1ccc(NC(=O)CC2SC(=NCC3CCCO3)NC2=O)c([N+](=O)[O-])c1 (stereo unspecified) | -11% | 5% | -1%
COCCSc1ccccc1C(=O)N1CCN(Cc2ccccc2)CC1 | 0% | x | -1%
CCOc1cc(NC(=O)c2ccccc2C)c(OCC)cc1NC(=O)C1=Cc2ccccc2OC1 | -1% | -3% | 5.8µM*
O=C(Cc1ccccc1[N+](=O)[O-])Nc1ccccc1C(=O)N1CCCC1 | -1% | 2% | 3%
C/C(=N/NC(=O)c1cnccn1)c1cccs1 | -4% | 3% | -32%
O=C(Nc1cccc(C(=O)O)c1)/C(=C\c1ccccc1)NC(=O)c1cccc2ccccc12 | -14% | -5% | 11%
COc1ccc(C(=O)N2CCN(C(=O)Cc3ccccc3)CC2)cc1 | -1% | 2% | -5%
N#Cc1c2c(c(-c3ccccc3Cl)[nH]c1=S)CCCC2 | -2% | 11% | -7%
Cc1ccc2onc(CC(=O)N3CCN(c4ccc(F)cc4)CC3)c2c1 | -4% | -3% | u
CCOC(=O)c1ccc(-n2c(C)nc3ccc(Br)cc3c2=O)cc1 | -2% | x | u
CCOCCn1c(=NC(=O)c2cc(Cl)sc2Cl)sc2cc(S(N)(=O)=O)ccc21 | -3% | 2% | x
Cc1ccc(NC(=O)CSCC(=O)NCc2ccco2)cc1 | -1% | -9% | -5%
Cc1ccc(CSc2ncc(Cl)c(C(=O)NCc3ccccc3)n2)cc1 | -3% | 7% | u
